# Rab9 prom act: qHTS Assay for Rab9 Promoter Activators; Huh7 Rab9 promoter-luciferase reporter, luminescence, 24 h; 2.8% of 320,000 active; Potency, µM (top dose mostly 9.22 µM), without a hit: top-dose activation, negative = inhibition, actives largely listed as activators; also: potency is read from the fitted curve at half-maximal effect; % of control where 0% means no effect; nearly all actives have a fitted effect of over 60% in size
#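 Luciferase signal after 10 min detection reagent at ambient indicates Rab9 promoter upregulation; stably transfected Huh7 cells were treated 24 h with compound in DMSO at 37 °C, 5% CO2.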
# FLuc modulator: qHTS profiling assay for firefly luciferase inhibitor/activator using purifed enzyme and Km concentrations of substrates (counterscreen for miR-21 project) | 6.9% of 360,000 active | Potency, µM (highest dose often 57.5 µM), without a hit: top-dose activity change, negative = inhibition, most hits filed as inhibitors | purified FLuc, Km substrates, luminescence inhibition;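 also: potency is read from the fitted curve at half-maximal effect; plate controls were vehicle for no effect and reference inhibitor for full effect; nearly all actives have a fitted effect of over 55% in size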
# Target sequence (P08659 whole entry, looked up): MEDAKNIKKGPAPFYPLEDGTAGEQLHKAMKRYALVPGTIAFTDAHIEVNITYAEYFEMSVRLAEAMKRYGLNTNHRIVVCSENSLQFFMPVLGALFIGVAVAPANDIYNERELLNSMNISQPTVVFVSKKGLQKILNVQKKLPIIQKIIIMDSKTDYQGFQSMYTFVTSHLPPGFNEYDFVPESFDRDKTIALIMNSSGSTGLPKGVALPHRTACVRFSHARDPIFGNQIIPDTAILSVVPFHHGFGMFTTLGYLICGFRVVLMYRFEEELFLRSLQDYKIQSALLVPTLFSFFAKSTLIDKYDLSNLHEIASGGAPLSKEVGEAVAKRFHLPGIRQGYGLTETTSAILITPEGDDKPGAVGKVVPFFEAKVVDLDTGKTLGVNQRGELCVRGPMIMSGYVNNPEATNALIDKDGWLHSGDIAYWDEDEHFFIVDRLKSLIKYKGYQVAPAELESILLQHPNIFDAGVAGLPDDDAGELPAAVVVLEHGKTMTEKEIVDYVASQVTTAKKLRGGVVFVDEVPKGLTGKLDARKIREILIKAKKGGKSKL
#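 Biochemical qHTS of compounds, final roughly 60 µM downward over six points, against 10 nM purified firefly luciferase using Km concentrations of substrates (10 uM D-luciferin, 10 uM ATP) in Tris acetate pH 7.5 buffer; luminescence output.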
# RORg inh: qHTS for inhibitors of ROR gamma transcriptional activity | Nuclear receptor ROR-gamma (Mus musculus), P51450 | Drosophila S2 Gal4-RORgamma UAS-luciferase reporter, 20 h | Potency, µM (titrated, usually from 53.6 µM), inactives show at the highest dose activity change, negative = inhibition, most hits filed as inhibitors | 5.4% of 310,000 active | AID 2551, 2010; also: potency is read from the fitted curve at half-maximal effect; % is scaled to controls: 0 for no effect and ±100 for the full control effect; nearly all actives have a fitted effect of over 60% in size
# Target sequence (P51450 whole entry, looked up, the tested form may be a part): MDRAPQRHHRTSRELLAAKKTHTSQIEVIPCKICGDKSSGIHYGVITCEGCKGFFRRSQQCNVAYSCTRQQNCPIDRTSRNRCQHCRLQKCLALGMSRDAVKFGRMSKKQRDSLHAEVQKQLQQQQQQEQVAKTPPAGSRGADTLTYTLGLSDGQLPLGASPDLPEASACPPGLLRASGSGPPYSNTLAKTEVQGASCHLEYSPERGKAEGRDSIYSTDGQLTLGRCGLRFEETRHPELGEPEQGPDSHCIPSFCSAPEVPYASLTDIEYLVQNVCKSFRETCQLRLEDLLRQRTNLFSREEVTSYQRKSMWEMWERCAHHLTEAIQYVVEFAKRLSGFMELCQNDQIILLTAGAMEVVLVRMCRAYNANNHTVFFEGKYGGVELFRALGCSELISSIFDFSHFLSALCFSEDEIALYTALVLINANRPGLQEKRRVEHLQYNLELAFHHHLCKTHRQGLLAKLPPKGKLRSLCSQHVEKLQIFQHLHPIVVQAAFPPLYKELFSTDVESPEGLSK
#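 Stable Schneider cell line, Gal4 DNA-binding domain fused to ROR gamma, UAS-luciferase. Cmpd 1 hr RT → CuSO4 700 uM final → 20 hr RT → luciferase reagent 10 min → luminescence.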
# BRCA1 expr up: qHTS Assay to Identify Small Molecule Activators of BRCA1 Expression. Potency, µM (top dose mostly 46.1 µM), for the others: at the top dose activation, actives largely listed as activators. AID 624202, 2012. 1.1% of 380,000 active. MCF7-BRCA1-FFLuc reporter, luminescence, 48 h; response scale: scaled: vehicle 0%, 10 µM genistein 100%; also: potency is read from the fitted curve at half-maximal effect; nearly all actives have a fitted effect of over 80% in size; some results filed as inactive show a strong effect at the top dose
#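 Cells: MCF7-BRCA1-FFLuc, 2000/well. Exposure: 48 h, 37 °C, 5% CO2. Read: luminescence, 15 min post-substrate. Controls: genistein 10 microM (maximal activation), DMSO (neutral).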
# ELG1 DNA repair: qHTS screen for small molecules that inhibit ELG1-dependent DNA repair in human embryonic kidney (HEK293T) cells expressing luciferase-tagged ELG1. HEK293T ELG1-luciferase reporter, luminescence, 16 h; DNA damage induced by 5-fluorouridine. AID 504467, 2011. Potency, µM (series often up to 46.1 µM), inactives show at the highest dose activity change, negative = inhibition, usual class: inhibitors. 2.3% of 330,000 active; also: potency is read from the fitted curve at half-maximal effect; % is scaled to controls: 0 for no effect and ±100 for the full control effect; nearly all actives have a fitted effect of over 55% in size
#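 Overnight (16 hr) co-exposure of 2,000 cells/well to 5-fluorouridine and compound at 37 °C preceded detection. Luciferase was quantified via ONE-Glo luminescence; loss of signal denotes inhibition.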
# p53 reactivation: qHTS assay for re-activators of p53 using a Luc reporter. H1299 p53-A138V BP100-luciferase reporter, luminescence, 24 h. Potency, µM (highest dose often 92.2 µM), for inactives: top-dose activity change, positive = activation, actives largely listed as activators. 0.063% of 320,000 active; also: potency is read from the fitted curve at half-maximal effect; % of control where 0% means no effect; nearly all actives have a fitted effect of over 45% in size
#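 H1299 (p53-null), stable ts p53-A138V + BP100-Luc; 1000 cells/well, Opti-MEM/10% FBS; cpd 4 pt, 1:5; 24 h, 37 deg C, 5% CO2; detection reagent 10 min RT; luminescence.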
# VP16 counter: VP16 counterscreen qHTS for inhibitors of ROR gamma transcriptional activity; Drosophila S2 Gal4-VP16 UAS-luciferase, luminescence, 20 h; Potency, µM (doses to about 53.6 µM), inactives show at the highest dose activity, negative = inhibition, most hits filed as inhibitors; 3.5% of 310,000 active;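 also: Gal4-VP16 expression switched on by copper sulfate through the metallothionein promoter; potency is read from the fitted curve at half-maximal effect; % is scaled to controls: 0 for no effect and ±100 for the full control effect; nearly all actives have a fitted effect of over 50% in size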
# NPC1 prom act: qHTS Assay for NPC1 Promoter Activators; 2.4% of 320,000 active; Potency, µM (highest dose often 9.22 µM), inactives show top-dose activation, usual class: activators; Huh7 NPC1 promoter luciferase reporter, 24 h; AID 485313, 2010;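 also: potency is read from the fitted curve at half-maximal effect; % of control where 0% means no effect; nearly all actives have a fitted effect of over 60% in size; reporter is driven by a mutant NPC1 promoter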
#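 Luminescence from an NPC1 promoter-driven luciferase reporter in stably transfected Huh7 cells was measured after 24 h compound treatment at 37 °C, followed by 10 min ambient incubation with luciferase detection reagent.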
# ELG1 genotox: qHTS screen for small molecules that induce genotoxicity in human embryonic kidney (HEK293T) cells expressing luciferase-tagged ELG1; HEK293T ELG1-luciferase reporter, luminescence, 16 h; Potency, µM (top dose mostly 46 µM), without a hit: at the top dose activity change, positive = activation, most hits filed as activators; 1.3% of 330,000 active; also: potency is read from the fitted curve at half-maximal effect; % of control where 0% means no effect; nearly all actives have a fitted effect of over 60% in size
#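 ELG1-luciferase HEK293T cells, 2,000/well; compound pinned in; 16 hr, 37 °C, 5% CO2; ONE-Glo, 30 min RT; luminescence on CCD imager.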
# Tb PFK inh: qHTS Assay to Find Inhibitors of T. brucei phosphofructokinase; ATP-dependent 6-phosphofructokinase (Trypanosoma brucei brucei), O15648; T. brucei PFK, ADP-Glo luminescence; Potency, µM (doses to about 57.5 µM), without a hit: at the top dose activity, negative = inhibition, hits mostly inhibitors; AID 485367, 2010; 0.17% of 330,000 active;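 also: potency is read from the fitted curve at half-maximal effect; 0% = uninhibited 1x PFK enzyme wells and -100% = no-enzyme wells; nearly all actives have a fitted effect of over 60% in size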
#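 Luminescent ADP detection (ADP-Glo, two-step: ATP depletion then ADP-to-ATP conversion for luciferase) reported PFK activity after 45 min room-temperature reaction of 1.25 nM enzyme with 0.5 mM F6P and 0.1 mM ATP at pH 8.0.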
# TRPV1 agonist: HTS Assay for Compounds that Act as Agonists of the Vanilloid Receptor 1. TRPV1-expressing cells, Fluo-8 calcium influx, agonist mode. activation, % at 8.33 µM. 0.19% of 320,000 active; in the data active = activation above about 80%; inconclusive = between about 30% and that limit; also: 0% is about no effect
#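 Cells expressing TRPV1 were dye-loaded with Fluo-8 and read kinetically: 10 s baseline, 3 min after compound (agonist portion), then 2 min after EC20 capsaicin (allosteric enhancer portion). Calcium-bound dye fluorescence at 480/520 nm.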
# The depositor's hits bear a star; u = inconclusive; x = no result given; & = joins results of further samples; [ ] = dose if it differs, or a comment. Unless noted, calls follow the shape of the dose curve; as a rule, active = well fitted curve in the direction sought with a large enough effect; inconclusive = small, poorly fitted or top-dose-only effect, or another doubt; inactive = no such curve, though single readings can be large; an effect the other way counts as inactive or inconclusive. This is a random part of the collection (roughly 15% active in at least one column).
# Preview, 3 compounds:
SMILES,Rab9 prom act,FLuc modulator,RORg inh,BRCA1 expr up,ELG1 DNA repair,p53 reactivation,VP16 counter,NPC1 prom act,ELG1 genotox,Tb PFK inh,TRPV1 agonist
Cc1nc([N+](=O)[O-])cn1CC(=O)c1ccc(F)cc1,7%,4%,-20%,0%,-4%,1%,3%,4%,-5%,12%,1
O=C(CN1C(=O)COc2ccc(Cl)cc21)Nc1ccc2c(c1)OCCO2,-4%,8%,17%,0%,-16%,-7%,0%,-4%,-1%,-9%,9
CCOC(=O)[C@@H]1[C@H]2COc3ccccc3[C@@H]2N2C(=O)N(c3ccc(Cl)cc3)C(=O)[C@]12C,-1%,0%,0%,-6%,9%,x,3%,-2%,1%,-4%,13

# Main list, from the first entry:
SMILES,Rab9 prom act,FLuc modulator,RORg inh,BRCA1 expr up,ELG1 DNA repair,p53 reactivation,VP16 counter,NPC1 prom act,ELG1 genotox,Tb PFK inh,TRPV1 agonist
Cc1nc([N+](=O)[O-])cn1CC(=O)c1ccc(F)cc1,7%,4%,-20%,0%,-4%,1%,3%,4%,-5%,12%,1
O=C(CN1C(=O)COc2ccc(Cl)cc21)Nc1ccc2c(c1)OCCO2,-4%,8%,17%,0%,-16%,-7%,0%,-4%,-1%,-9%,9
CCOC(=O)[C@@H]1[C@H]2COc3ccccc3[C@@H]2N2C(=O)N(c3ccc(Cl)cc3)C(=O)[C@]12C,-1%,0%,0%,-6%,9%,x,3%,-2%,1%,-4%,13
COCCN(C(=O)C1CCC1)c1c(N)n(CC(C)C)c(=O)[nH]c1=O,0%,0%,x,-5%,u,13%,x,5%,-2%,4%,0
COc1ccc(NC(=O)Cn2c(=O)n(CCC(=O)NCC3CCCO3)c(=O)c3cc(OC)c(OC)cc32)cc1 (centres undefined),0%,0%&-1%,18%,-14%,-26%,4%,1%,1%,-6%,-9%,-2
O=C(CN1CCN(S(=O)(=O)c2ccc(F)c(F)c2)CC1)Nc1ccccc1C(=O)NC1CC1,-3%,x,x,-7%,-9%,1%,x,2%,-2%,-2%,u
Cc1cc(NS(=O)(=O)c2ccc(NC(=O)c3cc(-c4ccccc4Cl)nc4ccccc34)cc2)no1,1%,-1%,38%,-10%,-3%,9%,1%,0%,3%,4%,1
COc1ccc(-c2cc3nc(C)cc(NCCO)n3n2)cc1,u,11µM*,24%,83%,u,9%,-5%,-1%,9%,5%,1
CCOC(=O)C(C)Oc1cc(Cl)c(C=O)cc1OC (centres undefined),-1%,1%,-22%,-4%,11%,5%,14%,-5%,4%,-2%,5
COc1ccc(CC(=O)NNC(=O)c2cnccn2)cc1,-6%,2%,-12%,-4%,11%,7%,2%,-5%,-4%,0%,-1
Cc1ccccc1C(=O)NNc1ncnc2c1cnn2C,-2%,4%,u,2%,9%,-1%,-1%,-1%,7%,-9%,-2
Cn1nnnc1SCC(=O)Nc1ccccc1N1CCCCC1,-2%,5%,-5%,1%,1%,-10%,11%,u,-1%,3%,0
Cc1c(C(=O)O)cccc1-n1c(C)cc(/C=N/NC(=O)c2cc3ccccc3o2)c1C,0%,u,2%,26%,4%,u,-10%,1%,0%,0%,4
CCCCn1nnc(NC(=O)c2ccc(-c3ccccc3[N+](=O)[O-])o2)n1,21%,u,9%,47%,u,3%,-6%,5%,4%,-2%,13
O=C(NCCCc1ccc(F)cc1)C1CCC(=O)N(CCN2CCOCC2)C1 (centres undefined),3%,1%,-7%,17%,-3%,-20%,-7%,2%,1%,-1%,0
CCCCS(=O)(=O)N1CN(S(=O)(=O)CCCC)C2NC(=O)NC21 (centres undefined),-2%,-15%,10%,-43%,30%,u,u,4%,-3%,0%,4
O=C(COC(=O)c1ccncc1)NCCCc1ccccc1,9%,-7%,-3%,46%,10%,0%,-1%,0%,-6%,-1%,-5
O=C(COC(=O)C1CC(=O)N(Cc2ccccc2)C1)c1ccc(F)cc1 (centres undefined),-3%,-1%,-7%,-8%,14%,-4%,-4%,-27%,8%,u,15
Cn1cc(Cl)c(C(=O)Nc2nc3ccc([N+](=O)[O-])cc3s2)n1,u,1.2µM*,7%,49%,u,-1%,9%,u,5%,-10%,9
COc1cc(-c2nc3ccc(C)cn3c2NCc2ccccc2)ccc1-c1cccc(Cl)c1,x,x,x,0%,-8%,9%,x,x,-2%,7%,x
Cc1c(C)n(C)c2ccc(C(=O)Nc3cccc4ccccc34)cc12,24%,u,-6%,-33%,-24%,-2%,-11%,-4%,0%,-4%,x
COc1ccc(CCNCCC(=O)Nc2c(C)cc(C)cc2C)cc1OC,-3%,-4%,-6%,11%,21%,-9%,-6%,-1%,-3%,6%,1
Cc1cnc(C(=O)OCC(=O)c2cccc3ccccc23)cn1,2%,5%,x,-13%,29%,1%,x,-4%,1%,-2%,4
O=C(NCc1nnc(SCC(=O)N2CCc3ccccc32)o1)c1cccs1,-2%,-9%,24%,13%,5%,-5%,-11%,-5%,-2%,-2%,1
CC1(C)Cc2cccc(OCC(=O)NCCc3ccccc3)c2O1,u,2%,x,85%,u,21%,x,u,11%,-1%,u
COc1ccc(C(=O)N2CCCC2)cc1,2%,7%,4%,0%,10%,1%,0%,-5%,0%,-3%,-3
CC(C)(C)c1ccc(C(=O)NCC(=O)OCC(=O)Nc2ccccc2[N+](=O)[O-])cc1,-4%,u,26%,0%,u,13%,u,-6%,1%,-1%,-6
Cc1ccc(CN2CCNC(=O)C2CC(=O)NCC(F)(F)F)o1 (centres undefined),-8%,1%,11%,10%,-3%,2%,-4%,-8%,-3%,-2%,-4
COCCCNC(=S)Nc1ccc2nc(N3CCOCC3)cc(C)c2c1,-1%,0%,u,12%,11%,2%,4%,1%,1%,2%,2
CCCCOc1ccc(C(C)NC(=O)C2CCCN(S(=O)(=O)CC)C2)cc1 (centres undefined),-8%,2%,13%,-1%,-3%,-1%,0%,1%,0%,2%,11
CCN(C[C@H]1N[C@@](CC)(C(=O)OC)[C@H]2C(=O)N(C)C(=O)[C@@H]12)S(=O)(=O)c1ccccc1,x,x,x,12%,0%,0%,x,x,4%,0%,x
COC(=O)c1sc(-c2ccc(Cl)cc2)cc1NC(=O)COCC(=O)O,3%,u,7%,26%,3%,3%,9%,3%,5%,3%,3
Oc1ccc(/C=N/Nc2ccnc3cc(Cl)ccc23)c(O)c1,3%,-5%,-31%,5%,24%,7%,-12%,2%,12%,8%,27
Cc1cc(C)nc(SCc2nnc(SCC(=O)Nc3nc(-c4ccccc4)cs3)n2C)n1,2%,u,-17%,17%,u,12%,5%,2%,-2%,0%,1
CC(C)C(c1nnnn1Cc1ccc(F)cc1)N1CCN(C(=O)c2ccco2)CC1 (centres undefined),2%,-2%,-16%,1%,1%,3%,-7%,-4%,3%,-1%,0
Cc1cc(=O)oc2cc(OCCSCCN3CCCCC3)ccc12,-2%,0%,-2%,34%,6%,0%,0%,3%,8%,5%,1
O=C1OCc2cccc3cccc1c23,-4%,3%,-2%,0%,22%,2%,0%,-4%,4%,-9%,0
CCOc1cc(/C=C2/SC(=S)N(CC(=O)O)C2=O)ccc1OC(=O)c1cccs1,10%,17µM*,18%,9%,3%,-2%,-4%,5%,-2%,0%,12
COc1ccccc1CNC(=O)c1c(-c2ccccc2Cl)noc1C,0%,1%,-3%,-27%,-4%,x,-3%,-49%[inhibitor],-1%,6%,11
Cc1[nH]n(-c2ccccc2)c(=O)c1S(=O)(=O)c1ccccc1,-5%,3%,22%[10 µM],-25%,-6%,-2%,-1%,11%,-5%,-1%,-2
c1ccc(Cc2nnc(N3CCCCC3)c3ccccc23)cc1,-2%,-16%,14%,-18%,0%,-4%,-8%,-6%,-2%,-1%,u
Cc1ccc(-c2nn(CC(=O)O)c(=O)c3ccccc23)cc1,u,0%,-17%,7%,-1%,3%,-6%,-4%,3%,-2%,-3

# High-throughput results from PubChem BioAssay.
